Assay outcomes from PubChem BioAssay.
PHOSPHO1 inh: PHOSPHO1 (human) inhibition | 1.1% of 290,000 active | recombinant PHOSPHO1, absorbance phosphatase assay | inhibition, % at 13.3 µM | Q8TCT1; in the data active means inhibition above about 60%
NALP1 inh: inhibitors of NALP1 inflammasome in yeast | S. cerevisiae NALP1/ASC/caspase-1 growth, X-gal OD620, 72 h | inhibition, % at 10 µM | 0.61% of 280,000 active; in the data active means inhibition mostly above about 24%, no sharp cut-off; inactive means mostly below about 32%; further: some compounds called inactive have numbers as strong as hits
VIM-2 inhibitor: inhibitors of Pseudomonas aeruginosa VIM-2 metallo-beta-lactamase. AID 1527. inhibition, % at 5.6 µM. purified VIM-2, nitrocefin hydrolysis, epi-absorbance fluorescence. 0.89% of 290,000 active;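 active means inhibition above the mean of all tested compounds plus 3 SD, cutoff set per screening run, cut at about 7.5% in these data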;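 further: red hydrolysis product quenches plate fluorescence so inhibitors raise well fluorescence; 0% = enzyme with DMSO and 100% = DMSO without enzyme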
IMP-1 inh: blocks Pseudomonas aeruginosa IMP-1 metallo-beta-lactamase | purified IMP-1, nitrocefin hydrolysis, epi-absorbance fluorescence | inhibition, % at 5.6 µM | 0.45% of 290,000 active | AID 1556;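 active means inhibition above the mean plus 3 SD of all compounds in the same screening run, cut at about 4.5% in these data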;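 further: 0% = IMP-1 with DMSO and 100% = DMSO wells lacking enzyme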
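system = purified recombinant IMP-1 beta-lactamase | amount = 0.2 nM IMP-1, as dispensed | medium = HEPES buffer pH 7.1 with ZnSO4 and Brij 35 | times = 25 °C, 15 min preincubation, 25 min reaction | detection = plate fluorescence quenching by hydrolysis product, ex 480/em 530 nm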
GPR7 antagonist: antagonists of human GPR7 (neuropeptides B/W receptor 1); P48145; GPR7-expressing cells, fluorescence antagonist assay; inhibition, % at 4.4 µM; 1.1% of 290,000 active; in the data active means inhibition above about 16%, passing the limit was not always enough;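 further: cells stimulated with the agonist NPW; 0% = agonist with vehicle and 100% = vehicle without agonist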
M18AAP inhibitor: blocks P. falciparum M18 aspartyl aminopeptidase | recombinant PfM18AAP, H-Glu-NHMec fluorogenic cleavage | inhibition, % at 7.35 µM | 1.2% of 290,000 active | AID 1822;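 active means inhibition above the campaign mean inhibition over all tested compounds plus 3 SD, cut at about 28% in these data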;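 further: 0% = plate median of test compound wells and 100% = 2 mM ZnCl2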
IDE cell activ: IDE (human) activation, cell-based; P14735; 0.073% of 340,000 active; HEK cells, FAbeta-B cleavage, fluorescence polarization; 0% vehicle, 100% cell-free pure enzyme wells; activation, % at 5.96 µM;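 active means activation above the mean of all tested compounds plus 3 SD, set per screening campaign, cut at about 17% in these data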
IDE inh: inhibits human insulin-degrading enzyme in HEK cells; P14735; FAbetaB cleavage, fluorescence polarization; inhibition, % at 5.59 µM; 0.41% of 320,000 active;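 active means percent inhibition above the average of all tested compounds plus 3 SD, set per screening campaign, cut at about 16% in these data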;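 further: IDE supplied by intact live HEK cells; FP after avidin binding of uncleaved biotin substrate so inhibition keeps polarization high; 0% = DMSO wells and 100% = 60 µM reference IDE inhibitor Ii1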
p-CIP stab down: p/CIP protein destabilization | F442A p/CIP-EGFP cells, EGFP fluorescence, 16 h | decrease of EGFP signal, % at 10 µM | 0.01% of 290,000 active;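 active means EGFP signal decrease of at least 30% at 10 µM or well 3 SD below plate mean, unless failing retest; inactive means the rest, including hits failing retest or dose response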; further: some compounds called inactive have numbers as strong as hits; many of its hits are not listed in these tables
Target sequence (Q05BA5 1-1403): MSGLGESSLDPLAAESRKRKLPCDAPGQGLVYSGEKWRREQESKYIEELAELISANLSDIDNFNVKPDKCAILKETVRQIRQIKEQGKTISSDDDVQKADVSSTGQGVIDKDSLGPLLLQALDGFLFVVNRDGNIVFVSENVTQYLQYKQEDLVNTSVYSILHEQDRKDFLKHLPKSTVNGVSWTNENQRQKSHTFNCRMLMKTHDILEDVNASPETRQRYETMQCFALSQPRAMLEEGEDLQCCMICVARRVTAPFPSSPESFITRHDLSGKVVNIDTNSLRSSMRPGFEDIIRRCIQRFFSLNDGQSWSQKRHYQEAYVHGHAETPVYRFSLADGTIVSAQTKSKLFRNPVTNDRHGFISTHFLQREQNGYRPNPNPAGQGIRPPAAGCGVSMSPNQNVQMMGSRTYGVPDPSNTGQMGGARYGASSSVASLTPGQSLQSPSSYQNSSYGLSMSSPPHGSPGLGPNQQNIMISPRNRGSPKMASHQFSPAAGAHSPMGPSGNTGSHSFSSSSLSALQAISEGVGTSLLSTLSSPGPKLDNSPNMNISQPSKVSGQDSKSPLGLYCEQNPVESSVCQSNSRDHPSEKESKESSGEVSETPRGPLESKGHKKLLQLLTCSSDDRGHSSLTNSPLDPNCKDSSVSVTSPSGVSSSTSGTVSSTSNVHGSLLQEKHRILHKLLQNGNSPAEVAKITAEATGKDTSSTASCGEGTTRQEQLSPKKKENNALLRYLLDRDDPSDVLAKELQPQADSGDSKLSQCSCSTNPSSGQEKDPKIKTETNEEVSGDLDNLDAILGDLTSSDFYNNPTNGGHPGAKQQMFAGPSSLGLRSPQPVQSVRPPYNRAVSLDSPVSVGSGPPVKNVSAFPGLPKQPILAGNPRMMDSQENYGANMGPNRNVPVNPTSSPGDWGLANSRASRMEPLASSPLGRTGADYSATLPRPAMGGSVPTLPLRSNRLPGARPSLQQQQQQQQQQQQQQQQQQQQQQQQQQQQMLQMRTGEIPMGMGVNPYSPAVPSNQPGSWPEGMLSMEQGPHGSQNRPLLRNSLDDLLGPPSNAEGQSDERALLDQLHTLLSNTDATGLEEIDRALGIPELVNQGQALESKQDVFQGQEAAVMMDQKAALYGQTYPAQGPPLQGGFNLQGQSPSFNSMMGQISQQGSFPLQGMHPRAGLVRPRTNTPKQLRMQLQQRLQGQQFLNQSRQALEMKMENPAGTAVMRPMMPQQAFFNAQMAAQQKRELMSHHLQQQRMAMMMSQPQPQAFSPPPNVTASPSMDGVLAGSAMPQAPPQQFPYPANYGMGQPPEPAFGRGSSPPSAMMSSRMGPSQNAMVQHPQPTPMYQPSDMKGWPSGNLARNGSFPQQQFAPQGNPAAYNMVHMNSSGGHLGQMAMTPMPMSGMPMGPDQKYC
* marks the source's active call; other numbers are inactive results; / = no result given.

no.	PHOSPHO1 inh	NALP1 inh	VIM-2 inhibitor	IMP-1 inh	GPR7 antagonist	M18AAP inhibitor	IDE cell activ	IDE inh	p-CIP stab down	SMILES
1	/	16	0.4	0.0	2	1	3	-2	-62	COc1ccc(CN2CCCC(N3CCc4ccccc4C3)C2)c(O)c1 (stereo not drawn)
2	12	21	-1.8	-1.9	3	-17	0	-7	-13	Nc1cc(N)nc(CS)n1
3	11	12	-3.5	-1.5	-13	8	-1	/	15	S=c1nc(NCCc2ccccc2Cl)c2ccccc2[nH]1
4	27	2	-0.1	-3.0	-3	1	-4	4	4	COc1ccc(NC(=O)NCc2ccncc2)c(OC)c1
5	24	12	0.9	-2.2	21	4	-16	15	-14	O=[N+]([O-])c1ccc(S(=O)(=O)N2CCN(c3ccnc4cc(Cl)ccc34)CC2)cc1
6	26	-12	1.1	-3.1	4	-6	-1	-4	6	Clc1ccccc1C1=Nn2c(nnc2-c2ccncc2)SC1
7	0	16	-0.8	-3.8	-10	0	3	1	-4	CCC(C)[C@H](NC(=O)OC(C)(C)C)C(=O)N/N=C/C1=Cc2ccccc2OC1 (stereo partly drawn)
8	0	3	-1.8	-3.5	2	8	2	0	-9	COc1ccc(S(=O)(=O)N2CCOC2CNC(=O)C(=O)NCCc2ccccc2OC)cc1 (stereo not drawn)
9	24	-5	-2.0	-2.2	-8	0	-5	1	-18	CCO[C@H]1OC(C(=O)N2CCCCCCC2)=C[C@@H](c2coc3ccccc3c2=O)[C@@H]1CCCO
10	33	13	-1.9	-1.7	-3	-17	1	-2	-11	COc1ccc(C(=O)NCC(=O)N2CCN(C(=O)c3ccco3)CC2)cc1
11	32	10	-1.2	-2.4	-7	7	5	1	-8	CCC(C(=O)OCC(=O)Nc1cc(C)ccc1OC)c1ccccc1 (stereo not drawn)
12	2	32	-5.2	-1.9	6	4	2	-2	4	N/C(=N\OC(=O)Cc1ccccc1)c1ccc([N+](=O)[O-])cc1
13	9	8	-1.3	-6.0	-10	4	5	1	-10	O=C(Cn1c(=O)oc2cc(S(=O)(=O)N3CCCC3)ccc21)N1CCCC1
14	22	20	-0.4	-2.8	2	5	-1	3	-4	CC(C)(C)OC(=O)NNC1CC(=O)N(c2ccccc2F)C1=O (stereo not drawn)
15	5	0	-3.4	-2.5	-3	-1	0	-9	5	COCCNC(=O)Cn1c(=O)n(C)c2ccccc21
16	14	31	-4.4	-5.3	-14	2	-2	0	2	CCCCCCCCOC(=O)c1nc(Cl)c(Cl)c(N)c1Cl
17	14	4	-0.6	-1.1	-10	-1	3	1	10	CCCC1(C(=O)OC)NC(c2ccc(OC)c(OC)c2)C2C(=O)N(c3cccc(C(C)=O)c3)C(=O)C21 (stereo not drawn)
18	7	40	-5.3	-6.6	-14	-8	-2	0	-2	O=C(NC(Cc1ccccc1)c1ccc2c(c1)OCCCO2)c1ccc(F)cc1 (stereo not drawn)
19	-13	29	-2.6	-2.9	6	2	2	0	8	CC(C)N1CCC(=NNc2ccc(S(=O)(=O)N3CCOCC3)cc2[N+](=O)[O-])CC1
20	24	11	1.7	-1.8	13	27	0	2	-3	Cc1[nH][nH]c(=O)c1C(c1ccc2c(c1)OCO2)c1c(C)[nH][nH]c1=O
21	1	18	0.3	0.3	-8	-3	9	7	-6	CCOC(=O)c1ccc(-c2ccc(/C=N/NC(=O)CN(c3cccc(C)c3)S(C)(=O)=O)o2)cc1
22	-14	6	-4.0	-3.1	1	3	2	2	2	CCN(CC)C(=O)CSc1nc2ccsc2c(=O)n1CCCC(=O)NCCc1ccc(S(N)(=O)=O)cc1
23	21	6	0.6	0.1	3	-2	3	0	-6	CCN(CC)S(=O)(=O)c1ccc(C(=O)NCCc2ccccn2)cc1
24	/	/	-2.1	-6.1	-17	1	/	/	/	COc1cccc(Cn2c(NCc3ccccn3)nc3c2c(=O)n(C)c(=O)n3C)c1
25	18	-24	1.8	-3.0	-12	4	4	-1	-5	CCCn1c(SCC(=O)c2cc(OC)ccc2OC)nnc1C(C)C
26	11	3	-6.8	-4.4	2	4	4	-1	-6	CN(C)S(=O)(=O)c1ccc(Cl)c(C(=O)NCc2ccco2)c1
27	3	1	-2.8	-3.4	1	-3	1	1	4	CCCn1nnnc1NCc1cccc(OC)c1OC
28	7	10	-3.0	0.3	-1	-3	-4	-2	-7	CCOc1ccc(-c2cc(C(=O)O)c3ccccc3n2)cc1
29	-14	8	2.4	-2.2	3	1	2	7	0	Cc1ccc(C2=C(CC(=O)O)C(=O)CC2)cc1
30	-14	16	0.9	1.2	8	9	3	2	-12	Cc1cccc2c(=O)cc(C)n(CC(=O)N3CCOCC3)c12
31	18	15	-1.2	-0.3	14	-8	6	-1	5	COc1ccc(NC(=O)Nc2ccc(C(C)C)cc2)cc1
32	2	25	-1.2	-2.6	-13	6	-1	2	-1	CNC(=S)N/N=C/c1cccc(OCc2ccccc2F)c1
33	-16	-13	-0.2	-2.6	-6	-7	1	-7	-9	CCn1c(=O)n(CC)c2cc(S(=O)(=O)Nc3c(C)cccc3C)ccc21
34	-8	15	-2.0	-3.1	-2	2	11	1	-6	Cc1ccnc(NC(=O)CCC(=O)N(CC(=O)NC2CCCCC2)Cc2ccccc2)c1
35	45	9	1.4	1.8	-5	-17	1	-1	0	COc1ccccc1/C=C/C=N/NC(=O)CN1CCN(Cc2ccccc2)CC1
36	/	-2	-1.4	-1.9	-4	2	3	1	-3	Clc1cccc(CNCCCSc2ncccn2)c1
37	30	20	0.1	0.7	4	-14	0	1	-1	CN(C)S(=O)(=O)NCC1CCCN(Cc2ccc(-c3ccccc3)cc2)C1 (stereo not drawn)
38	-9	37	-3.1	-0.5	-3	4	8	0	3	CCOC(=O)c1cccc(NC(=O)Cn2cc3c(n2)CCC(C)C3)c1 (stereo not drawn)
39	-11	14	0.3	-0.7	4	-2	-1	2	1	C/C(O)=C(\C#N)c1nnc2n1CCCCC2
40	8	9	2.1	-0.1	8	-11	-5	4	2	O=C(O)Cc1ccc(C(=O)c2ccccc2)s1
41	-30	21	-0.1	-2.2	13	-4	3	2	2	COCC(C)n1c(SCC(=O)N2CCCCC2)nc2ccccc2c1=O (stereo not drawn)
42	-14	-13	0.5	-0.8	-4	-5	-2	-2	0	CCC(CO)Nc1nc(CN2CCCCC2)nc2scc(-c3ccccc3)c12 (stereo not drawn)
43	18	2	-1.6	-1.6	1	2	1	-2	0	Cc1c(C(N)=O)sc(N)c1C(=O)OC(C)C
44	-8	-6	3.1	-4.2	0	23	3	-5	-5	COCCn1c(=N)c(C(=O)NCc2ccco2)cc2c(=O)n3cc(C)ccc3nc21
45	24	7	-1.4	-3.0	-10	-1	-12	12	0	CCOc1cc(C2NC(=O)NC(C)=C2C(=O)OCC2CCCCC2)ccc1O (stereo not drawn)
46	7	9	-4.6	-2.1	-14	-2	5	2	-9	Cn1cccc1C(=O)C(=O)Nc1ccccc1
47	23	12	2.3	0.3	2	-9	1	3	2	Cc1c(OCC(N)=O)ccc2c(-c3ccccc3)cc(=O)oc12
48	20	22	-0.6	-0.4	1	1	1	-3	-9	CC(C)CCN(CC(=O)NC1CCCC1)C(=O)C(=O)Nc1ccc2c(c1)OCCO2
49	-8	11	-2.3	-1.2	-16	5	0	3	-3	COC(=O)c1[nH]c2cc(OC)ccc2c1N
50	7	15	-0.6	-1.8	-1	-3	5	4	12	O=C(NCc1cccc(Cl)c1)C1CCC(=O)N(C2CC2)C1 (stereo not drawn)
51	50	-7	-3.7	-3.3	1	8	-2	11	-11	Cc1ccc(N(CC(=O)NC(C)(C)C)C(=O)CCC(=O)Nc2nccs2)cc1C
52	10	-8	-3.5	-3.0	-10	3	-1	8	-8	CC1CCCCN1S(=O)(=O)c1ccc(C(=O)N2CCOCC2)cc1 (stereo not drawn)
53	4	16	-0.6	-2.4	5	0	3	0	-10	CCOc1ccccc1NC(=O)CSc1nccn1-c1ccccc1
54	23	25	-0.9	0.3	-13	10	1	-8	-6	Cc1cc(Br)cc(Br)c1OCC(=O)NNC(=O)c1ccoc1C
55	43	12	-3.3	-1.7	6	-5	0	-4	-11	Oc1cccc(CCC2CCCCN2Cc2cn[nH]c2-c2ccc3c(c2)OCO3)c1 (stereo not drawn)
56	0	58	-3.2	-3.6	-15	-2	4	-1	4	O=S(=O)(NC1CCCCC1)c1ccc(F)c2ccccc12

Record cards (already shown). Values in the order: PHOSPHO1 inh | NALP1 inh | VIM-2 inhibitor | IMP-1 inh | GPR7 antagonist | M18AAP inhibitor | IDE cell activ | IDE inh | p-CIP stab down
COC(=O)c1[nH]c2cc(OC)ccc2c1N is entered as -8 | 11 | -2.3 | -1.2 | -16 | 5 | 0 | 3 | -3
CCOc1ccccc1NC(=O)CSc1nccn1-c1ccccc1 is entered as 4 | 16 | -0.6 | -2.4 | 5 | 0 | 3 | 0 | -10
O=S(=O)(NC1CCCCC1)c1ccc(F)c2ccccc12 is entered as 0 | 58 | -3.2 | -3.6 | -15 | -2 | 4 | -1 | 4
CC1CCCCN1S(=O)(=O)c1ccc(C(=O)N2CCOCC2)cc1 (stereo not drawn) is entered as 10 | -8 | -3.5 | -3.0 | -10 | 3 | -1 | 8 | -8

Going on with the list.
no.	PHOSPHO1 inh	NALP1 inh	VIM-2 inhibitor	IMP-1 inh	GPR7 antagonist	M18AAP inhibitor	IDE cell activ	IDE inh	p-CIP stab down	SMILES
57	30	15	-3.4	-4.4	7	1	-4	7	-6	Cc1cc2c3nonc3ccc2n1-c1ccccc1
58	10	12	-0.6	-1.2	11	6	6	1	-11	COc1ccc(-c2cn(CC3CCCCC3)nn2)cc1
59	53	-9	1.8	-2.2	-7	10	-3	4	-18	CCOc1cc(/C=N/NC(=O)CSc2cccc3cccnc23)ccc1O
60	-3	26	0.5	-4.1	-8	-9	-5	0	-5	Cc1ccc(-c2nc3ccc(NS(=O)(=O)c4ccccc4)cc3[nH]2)o1
61	0	5	-3.8	-4.3	-13	1	-4	-2	6	COc1cccc(OC)c1C(=O)Nc1nc2ccc(S(C)(=O)=O)cc2s1
62	-7	6	-4.1	-0.5	0	6	5	-5	-6	O=C1CSC(c2cccc(F)c2)N1c1ccccc1F (stereo not drawn)
63	9	1	-1.8	-5.5	-15	4	5	-1	4	CCc1c(O)nc(SCC(=O)N2CCOCC2)n(-c2ccccc2)c1=O
64	-36	6	-1.7	-2.2	-9	4	7	3	-7	CCN(CC)/C(=N/O)NC(=O)NS(=O)(=O)c1ccc(C)cc1
65	-18	31	-1.9	-5.1	6	3	8	4	9	CC(C(=O)Nc1ccc([N+](=O)[O-])cc1)N1CCN(C/C=C/c2ccccc2)CC1 (stereo not drawn)
66	-27	6	-7.3	-2.2	-9	4	3	-1	5	Cc1ccc(-c2nc(N/N=C/c3ccccc3[N+](=O)[O-])c3ccccc3n2)cc1
67	38	17	-3.8	-1.7	7	-22	2	3	-10	COc1cccc(NC(=S)NN2CCN(C)CC2)c1
68	-1	-41	-1.4	-1.8	-6	-11	-1	0	-7	O=C(O)CCCC(=O)Nc1ccc(Br)cc1C(=O)O
69	-1	-4	-2.2	-2.3	4	-3	2	5	3	O=c1c(C=NCc2cccnc2)c(C(F)(F)F)[nH]n1-c1nc2ccccc2s1
70	-15	4	-1.0	-2.3	-13	3	1	2	9	COCC(C)N1CCC(n2nccc2NC(=O)c2ccc3c(c2)OCO3)CC1 (stereo not drawn)

An excerpt from above with just PHOSPHO1 inh:
item | molecule | PHOSPHO1 inh
53 | CCOc1ccccc1NC(=O)CSc1nccn1-c1ccccc1 | 4
47 | Cc1c(OCC(N)=O)ccc2c(-c3ccccc3)cc(=O)oc12 | 23

Compounds as they come; 5.3% or so of the library scored in one or more.
